Rab9 prom act = activates the Rab9 promoter | Huh7 Rab9 promoter-luciferase reporter, luminescence, 24 h | Potency, µM (doses to about 9.22 µM), for the others: at the highest dose activation, negative = inhibition, hits mostly activators | 320,000 compounds, 2.8% hits; note: % of control where 0% means no effect; nearly all actives have a fitted effect of over 60% in size
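Measured in stably transfected Huh7 cells bearing a Rab9 promoter–luciferase construct: 24 h compound treatment at 37 °C, followed by luminescence detection.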
uPA generation = inhibitors of cell surface uPA generation; cell surface uPA generation assay, qHTS; Potency, µM (series often up to 38.3 µM), for inactives: at the top dose activity change, negative = inhibition, most hits filed as inhibitors; 330,000 compounds, 0.31% hits; active = well fitted inhibition curve with a large enough effect; inconclusive = small, poorly fitted or top-dose-only effect; inactive = no such curve, though single readings can be large or run the other way; tested in mouse RAW 264.7 cells; note: % is set by controls: 0 for no effect and ±100 for the full control effect; nearly all actives have a fitted effect of over 55% in size
NPC1 prom act = activates the NPC1 promoter; Huh7 NPC1 promoter luciferase reporter, 24 h; Potency, µM (series often up to 9.22 µM), for inactives: top-dose activation, actives largely listed as activators; 320,000 compounds, 2.4% hits; AID 485313;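 note: % of control where 0% means no effect; nearly all actives have a fitted effect of over 60% in size; reporter is driven by a mutant NPC1 promoter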
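Cells: Huh7 expressing luciferase under the NPC1 promoter, 1500/well. Seeded 2 h, compound added, incubated 24 h at 37 °C. Luciferase reagent, 10 min ambient, then luminescence.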
MBNL1-CUG inh = MBNL1-poly(CUG) RNA binding inhibition | Q9NR56 | Potency, µM (doses to about 57.5 µM), for inactives: at the highest dose activity change, negative = inhibition, hits mostly inhibitors | AID 2675 | TR-FRET MBNL1-His/biotin-(CUG)12 binding, 665/545 ratio | 280,000 compounds, 0.036% hits; active = well fitted inhibition curve with a large enough effect in the signal ratio, with a control signal flat, not every such curve was filed as active; inconclusive = small, poorly fitted or top-dose-only effect, or effect the other way, or a change in a side signal; inactive = no such curve, though single readings can be large or run the other way; the % refers to the signal ratio; note: % is set by controls: 0 for no effect and ±100 for the full control effect
Target sequence (Q9NR56 whole entry, looked up): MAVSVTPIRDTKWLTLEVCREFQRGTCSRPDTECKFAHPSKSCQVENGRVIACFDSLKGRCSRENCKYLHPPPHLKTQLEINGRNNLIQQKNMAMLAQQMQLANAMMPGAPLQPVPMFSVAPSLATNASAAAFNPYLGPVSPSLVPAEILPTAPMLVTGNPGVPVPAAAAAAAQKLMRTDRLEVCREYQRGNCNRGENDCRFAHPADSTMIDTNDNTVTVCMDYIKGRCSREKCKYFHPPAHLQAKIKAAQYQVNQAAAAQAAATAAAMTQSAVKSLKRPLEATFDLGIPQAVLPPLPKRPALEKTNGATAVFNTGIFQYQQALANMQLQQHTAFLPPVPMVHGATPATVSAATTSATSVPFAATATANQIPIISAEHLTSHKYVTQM
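TR-FRET between His-tagged MBNL1 and biotin-(CUG)12 RNA, detected with Tb anti-His antibody (0.055 ng/ul) and streptavidin-XL665 (5 nM), 60 min at room temperature. Compounds titrated 92 nM to 58 uM; 665/545 nm ratio normalized to buffer and complex controls.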
p53 reactivator = re-activators of mutant p53 | H1299 p53-A138V BP100-luciferase reporter, luminescence, 24 h | Potency, µM (doses to about 92.2 µM), inactives show at the top dose activity change, positive = activation, actives largely listed as activators | 320,000 compounds, 0.063% hits | AID 504706; note: % of control where 0% means no effect; nearly all actives have a fitted effect of over 45% in size
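p53-null H1299 cells stably carrying temperature-sensitive p53-A138V and a BP100-luciferase reporter were pinned with compounds (4-point, 1:5 series) and held 24 hrs at 37 deg C. Luminescence was read 10 min after detection reagent.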
RORgamma inh = ROR gamma (mouse) transcription inhibition; Drosophila S2 Gal4-RORgamma UAS-luciferase reporter, 20 h; 310,000 compounds, 5.4% hits; P51450; Potency, µM (series often up to 53.6 µM), for the others: at the top dose activity change, negative = inhibition, hits mostly inhibitors; AID 2551; note: % is set by controls: 0 for no effect and ±100 for the full control effect; nearly all actives have a fitted effect of over 60% in size
Target sequence (P51450 whole entry, looked up, the tested form may be a part): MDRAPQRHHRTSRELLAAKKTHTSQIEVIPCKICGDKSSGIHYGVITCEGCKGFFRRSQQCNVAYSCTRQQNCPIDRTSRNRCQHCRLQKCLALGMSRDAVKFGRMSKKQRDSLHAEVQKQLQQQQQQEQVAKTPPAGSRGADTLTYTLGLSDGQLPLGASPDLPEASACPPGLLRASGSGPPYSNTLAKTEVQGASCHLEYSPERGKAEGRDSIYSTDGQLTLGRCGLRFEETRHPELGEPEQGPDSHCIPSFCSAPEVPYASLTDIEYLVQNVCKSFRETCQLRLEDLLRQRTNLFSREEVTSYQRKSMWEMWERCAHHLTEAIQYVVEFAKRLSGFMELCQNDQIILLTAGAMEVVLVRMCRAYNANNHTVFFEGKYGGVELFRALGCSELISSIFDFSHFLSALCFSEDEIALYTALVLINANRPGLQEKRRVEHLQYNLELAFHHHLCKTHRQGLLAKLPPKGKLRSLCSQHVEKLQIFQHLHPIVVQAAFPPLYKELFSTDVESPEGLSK
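A Gal4/UAS one-hybrid system in insect cells: metallothionein-promoter Gal4–ROR gamma fusion plus Photinus luciferase reporter. Copper sulfate 700 uM final, 20 hr ambient incubation, luminescent detection after 10 min with reagent.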
VP16 counter = counter-screen for ROR gamma inhibitors: Gal4-VP16 reporter; Drosophila S2 Gal4-VP16 UAS-luciferase, luminescence, 20 h; Potency, µM (series often up to 53.6 µM), for the others: top-dose activity, negative = inhibition, hits mostly inhibitors; 310,000 compounds, 3.5% hits; AID 2546;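 note: Gal4-VP16 expression switched on by copper sulfate through the metallothionein promoter; % is set by controls: 0 for no effect and ±100 for the full control effect; nearly all actives have a fitted effect of over 50% in size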
ELG1 genotoxic = genotoxicity induction in ELG1-luciferase HEK293T cells. HEK293T ELG1-luciferase reporter, luminescence, 16 h. Potency, µM (top dose mostly 46 µM), for the others: at the highest dose activity change, positive = activation, most hits filed as activators. 330,000 compounds, 1.3% hits; note: % of control where 0% means no effect; nearly all actives have a fitted effect of over 60% in size
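Screening used a luciferase reporter fused to human ELG1 in HEK293T cells. Luminescence was read on a CCD plate imager after 16 hr exposure and 30 min ONE-Glo incubation.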
CXXC DNA block = inhibitors of human MLL CXXC domain-DNA interaction. MLL-CXXC / FITC-HOXA9 DNA fluorescence polarization. Potency, µM (highest dose often 115 µM), for the others: at the top dose activity change, negative = inhibition, usual class: inhibitors. 290,000 compounds, 0.037% hits. AID 2662; active = well fitted inhibition curve with a large enough effect in the polarisation, with a control signal flat, not every such curve was filed as active; inconclusive = small, poorly fitted or top-dose-only effect, or effect the other way, or a change in a side signal; inactive = no such curve, though single readings can be large or run the other way; the % refers to the polarisation
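Purified MLL-CXXC (added from a 7 uM solution) was preincubated 5 min at ambient with pinned compounds in 50 mM Tris-HCl pH 7.5, 50 mM NaCl, 1 mM DTT, 0.05% BSA. Fluorescein-labeled HOX-A9 DNA (50 nM solution) followed, 30 min, then polarization read.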
BRCA1 expr act = activators of BRCA1 expression. MCF7-BRCA1-FFLuc reporter, luminescence, 48 h; response scale: scaled: vehicle 0%, 10 µM genistein 100%. Potency, µM (titrated, usually from 46.1 µM), for inactives: at the top dose activation, hits mostly activators. AID 624202. 380,000 compounds, 1.1% hits; note: nearly all actives have a fitted effect of over 80% in size; some results filed as inactive show a strong effect at the top dose
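Reporter cells (MCF7, BRCA1 promoter-firefly luciferase) received library compounds across a concentration series for 48 h. End-point luminescence was measured and concentration-effect curves derived after normalization.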
FLuc counter = counter-screen for miR-21 project: firefly luciferase inhibitors or activators; AID 588342; purified FLuc, Km substrates, luminescence inhibition; 360,000 compounds, 6.9% hits; P08659; Potency, µM (highest dose often 57.5 µM), for inactives: at the top dose activity change, negative = inhibition, usual class: inhibitors;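 note: plate controls were vehicle for no effect and reference inhibitor for full effect; nearly all actives have a fitted effect of over 55% in size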
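Biochemical qHTS of compounds, final roughly 60 µM downward over six points, against 10 nM purified firefly luciferase using Km concentrations of substrates (10 uM D-luciferin, 10 uM ATP) in Tris acetate pH 7.5 buffer; luminescence output.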
* hit, by the source's call; ? = inconclusive; nt = not tested or not shown; [ ] = remark or other dose. Unless noted, calls come from the whole dose curve; as a rule, active = well fitted curve in the direction sought with a large enough effect; inconclusive = small, poorly fitted or top-dose-only effect, or another doubt; inactive = no such curve, though single readings can be large; an effect the other way counts as inactive or inconclusive. Potency is the fitted concentration of half-maximal effect. Not all compounds are listed; count on the stated rates, not on these rows.

Values run as follows: CXXC DNA block	NPC1 prom act	p53 reactivator	MBNL1-CUG inh	VP16 counter	BRCA1 expr act	Rab9 prom act	ELG1 genotoxic	uPA generation	FLuc counter	RORgamma inh
Cc1ccc(NC(=O)c2cccc(S(=O)(=O)NCc3ccccc3)c2)nc1
  nt	-1%	-4%	nt	nt	0%	0%	-9%	?	0%	nt
COc1ccc(CC2(CO)CCN(C/C=C/c3ccccc3OC)CC2)cc1
  -4%	-9%	-1%	-5%	1%	8%	-5%	-3%	0%	1%	20%
Cc1ncc[nH]1
  1%	7%	9%	nt	4%	14%	-5%	2%	6%	1%	13%
CCOC(=O)C1CCCN(S(=O)(=O)CCNC(=O)c2ccc(F)cc2)C1 (stereo not given)
  nt	0%	-2%	nt	nt	-20%	-2%	0%	5%	15%	nt
O=C(COC(=O)COc1ccc(Br)cc1)NC1CCCCCC1
  nt	0%	-6%	nt	nt	1%	1%	2%	6%	nt	nt
COC(=O)c1nn(C23CC4CC(CC(C4)C2)C3)c2c1C(=O)N(c1ccc(Br)cc1)C2=O
  14%	-2%	6%	0%	5.6µM*	-19%	-1%	-2%	7%	5%	-13%
CCCCN(C(=O)C(C)Oc1cccc(Cl)c1)c1c(N)n(CCC)c(=O)[nH]c1=O (stereo not given)
  nt	0%	-5%	nt	nt	-1%	-3%	0%	2%	-2%	nt
Cc1cc(NC(=O)CS(=O)(=O)c2cn(Cc3ccccc3Cl)c3ccccc23)no1
  -1%	0%	-3%	-4%	-2%[0.365 µM]	-25%	1%	?	-3%	-3%	24%
CC1CCN(S(=O)(=O)c2ccc(NC(=O)CN3C(=O)NC(C)(c4ccccc4)C3=O)cc2)CC1 (stereo not given)
  nt	2%	-2%	nt	nt	-19%	0%	-1%	0%	1%	nt
Cc1cccc(N2CCN(C(=O)C3CC(=O)N(C4CCCC4)C3)CC2)c1C (stereo not given)
  -7%	0%	-11%	-2%	7%	-20%	-3%	-7%	-10%	-3%	8%
Cc1onc(-c2ccc(Cl)cc2Cl)c1C(=O)/C=C/N(C)C
  14%	-7%	-1%	-11%	-1%	-13%	-3%	-2%	-17%	0%	15%
Cc1cccc(C(=O)Nc2cccc(C(=O)Nc3cc(C)ccn3)c2)c1
  1%	10%	nt	-13%	nt	26%	20%	-6%	-14%	27µM*	nt
COc1ccccc1C(=O)NCc1ccc2c(c1)OCO2
  -1%	2%	?	5%	-1%	46%	-7%	6%	-4%	-1%	20%
CN(C)c1nc(N)nc(CSc2nc3cc(Cl)ccc3o2)n1
  47%[activator]	?	?	-3%	24%	21%	?	7.3µM*	1%	?	4%
CN(C)CCCN1C(=O)C(=O)/C(=C(/O)c2ccncc2)C1c1cccnc1 (stereo not given)
  4%	0%	0%	9%	3%	12%	4%	0%	6%	-1%	0%
O=C(CC(c1ccccc1)c1cc(Cl)ccc1O)NCCN1CCOCC1 (stereo not given)
  -2%	-4%	-3%	-18%	6%	10%	-5%	-7%	7%	0%	-42%
Cc1ccccc1Nc1nccc(N(C)C)c1C#N
  8%	-2%	2%	-6%	-11%	-24%	-4%	1%	7%	1%	1%
Cc1ccc(NC(=O)CN(C)C(=O)COc2ccc(C(=O)c3ccc(F)cc3)cc2)cc1
  -4%	-1%	-3%	-6%	?	-20%	-12%	-3%	7%	-1%	?
O=C(CSc1nc2ccccc2c(=O)[nH]1)Nc1ccccc1C(F)(F)F
  0%	-7%	-2%	7%	3%	-53%	0%	-11%	-10%	-9%	6%
COc1cc(NS(=O)(=O)c2ccc(Br)s2)cc(OC)c1
  12%	2%	0%	-3%	5%	-14%	-2%	-3%	nt	11%	5%
CC(=O)Nc1ccc(NC(=O)C(C)OC(=O)c2ccc(C)s2)cc1 (stereo not given)
  13%	0%	-3%	2%	4%	-30%	-2%	0%	0%	-5%	-1%
COc1ccc(CCN2C(=NC(=O)C(C)C)SC3CS(=O)(=O)CC32)cc1OC (stereo not given)
  -4%	3%	-4%	-6%	-9%	3%	1%	-7%	-5%	0%	6%
N=C(c1cccc([N+](=O)[O-])c1)N1CCCCCC1
  8%	0%	-2%	?	-1%	-4%	-6%	0%	2%	-1%	9%
Cc1ccc(CNC(=O)CSc2ccc(-c3cccs3)nn2)cc1
  -4%	-6%	-14%	22%	-6%	3%	-2%	-3%	9%	-1%	14%
O=C(CN1C(=O)COc2ccc(S(=O)(=O)N3CCOCC3)cc21)NCc1ccccn1
  -9%	3%	-1%	0%	-3%	-14%	0%	0%	3%	0%	7%
Cc1cc(NC(=O)COC(=O)c2cccc(OCc3ccccc3)c2)no1
  5%	1%	15%	8%	-14%	60%	20%	4%	nt	0%	-31%
Cc1cnn(-c2cc(N/N=C/c3ccccc3F)ncn2)c1
  25%	23%	-3%	-8%	-15%	25%	20%	?	1%	-8%	7%
C/C(=N\NC(=O)C1CC1)c1ccc(OC(F)F)cc1
  5%	9%	4%	1%	23%	-3%	16%	8%	-6%	-17%	15%
CCOC(=O)c1[nH]c2ccc(C)cc2c1N
  2%	2.2µM*	?	?	?	?	2.5µM*	?	nt	5.4µM*	-7%
COc1cc2c(cc1OC)CN(C(=O)C(CCSC)NS(=O)(=O)c1ccc(C)cc1)CC2 (stereo not given)
  -3%	3%	1%	-9%	1%	-27%	22%	-2%	0%	-2%	-3%
O=C(CNC1CCCCC1)Nc1ccc(Cl)cc1
  -1%	1%	nt	12%	1%	0%	0%	2%	-10%	-3%	3%
CN1CCN(S(=O)(=O)c2cccc(C(=O)Nc3nccs3)c2)CC1
  1%	-5%	-5%	-6%	5%	-2%	-2%	-4%	-1%	-1%	-14%
CCSC1=C(C#N)C(=O)n2c1cc1c2CCCC1
  -1%	-2%	-6%	?	16%	-5%	4%	-4%	-5%	-25%	-19%
c1ccc(Sc2ncccn2)nc1
  -2%	-4%	-2%	-2%	3%	7%	1%	-3%	7%	2%	-11%
CN(Cc1ccccc1)C(=O)c1cccc(NC(=O)c2ccco2)c1
  -5%	-2%	-3%	3%	-6%	-25%	-6%	1%	-3%	5%	-3%
CC(=O)Nc1ccc(S(=O)(=O)Nc2ccccc2C(=O)N2CCCC2)cc1
  -5%	0%	-5%	1%	-2%	2%	-1%	-3%	0%	-1%	-16%
COc1ccc(C=O)cc1COc1ccc(Cl)cc1[N+](=O)[O-]
  11%	1%	-5%	-10%	1%	-45%	4%	1%	nt	2%	7%
Cc1ccc(C)c(OCC(=O)Nc2ccc3c(c2)OCO3)c1C
  0%	-2%	-19%	13%	-11%	-6%	0%	1%	-4%	?	16%
O=C(Cc1ccccc1)N1CCC(c2nc3ccccc3[nH]2)CC1
  0%	0%	1%	-4%	-7%	3%	-3%	2%	nt	3%	19%
Cc1ccc(NC(=O)c2ccccc2OCC(=O)Nc2ccccc2F)cc1S(=O)(=O)N(C)C
  nt	8%	2%	nt	nt	-6%	19%	0%	?	7.6µM*	nt
COc1ccccc1C(=O)Nc1ccc(S(=O)(=O)N2CCCCC2c2cccnc2)cc1 (stereo not given)
  -6%	-10%	-7%	nt	1%	-46%	-5%	-10%	-2%	-2%	5%
C=CCn1c(N)cc(=O)nc1SCC(=O)Nc1ccccc1C(N)=O
  -7%	-7%	4%	0%	-10%	1%	-7%	1%	-1%	-1%	1%
COCc1nnc(NS(=O)(=O)c2ccccc2)s1
  0%	0%	-12%	-11%	-19%	-17%	-3%	-8%	0%	3%	-25%
CN(Cc1nccn1C)C(=O)CC1C(=O)NCCN1CC(c1ccccc1)c1ccccc1 (stereo not given)
  -2%	0%	3%	-5%	-14%	-4%	-1%	-1%	?	1%	3%
COc1ccc(CN2CCN(C(=O)c3cc(-c4cccnc4)nc4ccc(Cl)cc34)CC2)c(OC)c1OC
  -8%	-10%	-8%	4%	6%	-14%	-3%	-11%	4%	-8%	24%
O=C(Cn1c(=O)oc2cccnc21)Nc1ccccc1Oc1ccc(Cl)cc1Cl
  5%	2%	8%	?	-4%	0%	13%	6%	2%	-14%	-5%
CCOc1nc(Nc2ccccc2F)nc(OCC)n1
  8%	2%	8%	-17%	17%	3%	5%	-6%	-13%	2%	24%
S=c1[nH]nc(-c2ccccn2)n1/N=C/c1cccs1
  4%	-6%	-1%	5%	4%	-4%	-2%	3%	-1%	6%	-38%

Bioassay records deposited in PubChem BioAssay by National Center for Advancing Translational Sciences (NCATS).
